# HCV core dimer = blocks dimerization of HCV core protein; TR-FRET GST/Flag-core106 dimerization, 1536-well; inhibition, % at 5 µM; actives 0.33% (n = 300,000); AID 1899;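 active means inhibition above the mean of all tested compounds plus 3 SD, set per screening campaign, cut at about 45% in these data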
#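 assay system = GST-tagged and Flag-tagged HCV core protein residues 1-106 | controls = unlabelled core106 and no-GST-core106 wells | incubation = compound-protein-antibody incubation 4 h at 22.5 °C | probe or stimulus = Eu donor and XL665 acceptor anti-tag antibodies | read-out = % inhibition based on acceptor/donor emission ratio | signal = TR-FRET 671 and 617 nm emission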
# PP1 inh = PP1-alpha (human) inhibition in PP5 counter-screen. AID 2235. actives 0.9% (n = 320,000). inhibition, % at 6.7 µM. P62136. purified PP1alpha, OMFP fluorescence;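 active means inhibition above the mean inhibition of all tested compounds plus 3 SD, computed separately for each screening campaign, cut at about 15% in these data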
# LYPLA2 counter = LYPLA2 (human) inhibition in PME1 counter-screen; O95372; recombinant LYPLA2, FP-Rh probe fluorescence polarization; inhibition, % at 5.9 µM; actives 0.38% (n = 320,000); AID 2177;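 active means inhibition above the screen-wide mean plus 3 SD, limit set per campaign, cut at about 26% in these data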;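 further: 0% = LYPLA2 with DMSO and 100% = wells lacking LYPLA2 enzyme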
# CTSL1 counter = blocks F. hepatica cathepsin L1 in PFM18AAP counter-screen | actives 0.49% (n = 300,000) | inhibition, % at 5.96 µM | recombinant F. hepatica cathepsin L1, Z-Leu-Arg-MCA fluorescence;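 active means inhibition above the mean of all tested compounds plus 3 SD, set per screening campaign, cut at about 17% in these data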;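 further: 0% = plate median of test compound wells and 100% = 1 µM Z-Phe-Ala-diazomethylketone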
# GASC-1 inh = inhibitors of human GASC-1 (JMJD2C) demethylase; Q9H3R0; GST-JMJD2C(1-420) H3K9me3 demethylation, DELFIA europium; inhibition, % at 2.35 µM; actives 0.069% (n = 330,000);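 active means more than half of a compound's replicate wells show inhibition beyond 50%, single wells judged on their own value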;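 further: signal counts dimethyl H3K9 product captured on neutravidin plate; 0% = median of DMSO wells and 100% = 0.3 times that DMSO median; strong numbers were not always called active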
# Target sequence (Q9H3R0 1-420 limits assumed): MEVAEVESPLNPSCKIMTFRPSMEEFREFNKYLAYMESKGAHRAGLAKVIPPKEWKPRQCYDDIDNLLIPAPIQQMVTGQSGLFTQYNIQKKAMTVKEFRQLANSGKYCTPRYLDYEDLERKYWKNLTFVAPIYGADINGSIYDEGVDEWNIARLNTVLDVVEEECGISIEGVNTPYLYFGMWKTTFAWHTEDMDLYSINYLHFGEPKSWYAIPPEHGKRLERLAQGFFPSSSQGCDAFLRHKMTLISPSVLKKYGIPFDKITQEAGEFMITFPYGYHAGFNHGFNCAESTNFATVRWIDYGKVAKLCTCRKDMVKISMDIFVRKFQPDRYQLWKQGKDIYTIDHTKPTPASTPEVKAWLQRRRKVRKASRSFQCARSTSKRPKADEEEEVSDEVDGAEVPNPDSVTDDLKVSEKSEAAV
# PREPL inh = inhibitors of human prolyl oligopeptidase-like enzyme PREPL; inhibition, % at 5.96 µM; Q4J6C6; recombinant PREPL, fluorescence polarization activity-based probe; actives 0.68% (n = 320,000); in the data active means inhibition above about 43%;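 further: 0% = enzyme with DMSO and 100% = wells lacking enzyme; many of its hits are not listed in these tables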
# PP5 primary = PP5 (human) phosphatase inhibition; purified PP5c, OMFP substrate fluorescence; inhibition, % at 6.7 µM; actives 0.18% (n = 320,000); AID 1987;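 active means inhibition above the campaign's mean inhibition across all tested compounds plus 3 SD, cut at about 9.5% in these data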;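 further: 0% = DMSO only and 100% = 100 µM cantharidin control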
# Target sequence (P53041 whole entry, looked up): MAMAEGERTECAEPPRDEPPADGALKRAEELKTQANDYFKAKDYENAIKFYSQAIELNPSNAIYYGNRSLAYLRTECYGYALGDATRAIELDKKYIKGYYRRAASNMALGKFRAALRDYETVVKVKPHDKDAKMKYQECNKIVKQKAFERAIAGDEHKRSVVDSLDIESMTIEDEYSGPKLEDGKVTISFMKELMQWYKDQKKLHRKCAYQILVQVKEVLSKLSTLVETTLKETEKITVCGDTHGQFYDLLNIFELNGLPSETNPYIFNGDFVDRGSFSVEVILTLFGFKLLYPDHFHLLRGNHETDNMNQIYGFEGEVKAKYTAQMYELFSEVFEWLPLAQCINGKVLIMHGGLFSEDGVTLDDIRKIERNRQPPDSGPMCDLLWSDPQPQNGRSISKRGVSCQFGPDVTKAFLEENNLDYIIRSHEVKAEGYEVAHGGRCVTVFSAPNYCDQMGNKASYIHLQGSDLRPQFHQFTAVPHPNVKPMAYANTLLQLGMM
# Efflux pump inh = inhibitors of Candida antifungal efflux pumps expressed in yeast; inhibition, % at 10 µM; S. cerevisiae Candida pump triplex, Nile Red efflux; actives 0.44% (n = 330,000);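 active means plate passing quality check with inhibition over a set limit, or well fluorescence over plate mean plus 4 SD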;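 further: Nile Red retained in pooled yeast measured as flow cytometry median fluorescence; 0% = buffer negative control and 100% = Enniatin B positive control; higher means more Nile Red kept so more efflux inhibition; some compounds called inactive have numbers as strong as hits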
# TPT1 inh = inhibitors of Candida albicans tRNA 2'-phosphotransferase TPT1; recombinant caTPT1, FP RNA substrate dephosphorylation; inhibition, % at 5 µM; actives 0.81% (n = 300,000);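 active means inhibition above the mean of all tested compounds plus 3 SD, set per screening campaign, cut at about 24% in these data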;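 further: plate controls were DMSO alone for no effect and ferristatin control at 100 nM for full effect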
# The depositor's hits bear a star; x = not tested or not shown.
canonical_smiles	HCV core dimer	PP1 inh	LYPLA2 counter	CTSL1 counter	GASC-1 inh	PREPL inh	PP5 primary	Efflux pump inh	TPT1 inh
CC(Nc1ccc(F)cc1F)C(=O)NC(=O)NC1CCCCC1 (stereo not given)	0	2	-2	-1	-6	0	2.2	0.0	0
Cc1cccc(C(=O)NCCN2CCN(c3ccccc3)CC2)c1	-1	-1	5	-2	0	-2	-1.0	-0.1	2
CCOc1ccc(C(=O)C[n+]2ccc(C(=O)NCc3ccccc3)cc2)cc1	2	-2	8	-1	20	24	1.3	-0.1	2
O=C(CCNS(=O)(=O)c1ccccc1)OCC(=O)c1ccc(F)cc1	-1	-3	0	-39	-4	9	-1.1	0.0	2
COCCCn1c(C(=O)NCCC2=CCCCC2)cc2c(=O)n3cccc(C)c3nc21	9	-3	2	1	9	4	0.6	-0.2	-3
Cc1noc(C)c1CSCC(=O)Nc1cc(S(C)(=O)=O)ccc1Cl	0	7	4	1	9	-4	-2.0	0.0	1
CN=C(c1ccc([N+](=O)[O-])cc1)N1CCCCC1	-2	-1	5	-1	1	-2	0.4	-0.1	0
CC(=O)Nc1sc(C)c(C)c1C(=O)OCC(=O)Nc1cc(S(C)(=O)=O)ccc1Cl	-3	8	-15	-18	1	-9	-1.0	0.1	4
Cc1cc(SCC(=O)N(CC(C)C)c2c(N)n(CC(C)C)c(=O)[nH]c2=O)nc2ccccc12	x	-1	-1	x	x	-1	1.5	-0.2	x
Cc1cc(Cl)ccc1NC(=S)NCCC(c1ccccc1)c1ccccc1	23	18*	-58	5	-9	-13	-1.0	0.2	-4
O=C(Cn1cccc1C(=O)c1ccccc1)NCCCc1ccccc1	0	-1	1	2	5	-3	1.6	0.4	1
COc1cc(/C=N\NC(=O)c2ccc(=O)[nH]n2)cc(OC)c1OC	-5	-1	1	5	-2	1	1.0	0.0	0
Cc1ccc(NC(=S)NC(=O)c2c(-c3ccccc3Cl)noc2C)cc1	-6	1	-1	-1	5	5	-0.1	0.0	-1
Cc1ccc(S(=O)(=O)N2CCCN(C)CC2)cc1	9	-3	-3	-4	4	2	-1.3	0.0	-6
O=C(Nc1ccc2snnc2c1)N1CCN(c2ccccc2)CC1	-1	1	-2	-3	-1	2	0.0	-0.1	-7
Cc1nnsc1S(=O)c1ccc(Cl)c(Cl)c1 (stereo not given)	-3	-1	-6	1	-3	4	-2.1	-0.1	-1

# Some values from the entries so far:
# `O=C(Nc1ccc2snnc2c1)N1CCN(c2ccccc2)CC1` @ PP5 primary = 0.0
# `Cc1ccc(NC(=S)NC(=O)c2c(-c3ccccc3Cl)noc2C)cc1` @ Efflux pump inh = 0.0

# (continued)
canonical_smiles	HCV core dimer	PP1 inh	LYPLA2 counter	CTSL1 counter	GASC-1 inh	PREPL inh	PP5 primary	Efflux pump inh	TPT1 inh
O=C(Nc1scc(-c2ccc(F)cc2)c1C(=O)O)c1ccco1	5	2	5	12	-4	6	1.5	-0.1	-2
CN(C)NC(=O)C(NC(=O)c1ccccc1)C12CC3CC(CC(C3)C1)C2 (stereo not given)	-5	-1	0	4	-1	-7	-2.1	0.0	-1
O=C(NCCc1ccccc1)c1cc2ccccc2oc1=O	-6	9	-1	-2	13	8	3.1	0.4	-3
CSc1ccccc1OCc1cc(C(=O)N(C)Cc2c(C)n[nH]c2C)no1	7	-3	1	-1	-7	6	-0.3	-3.2	2
COc1cccc(NC(=O)c2ccc(NC(C)=O)cc2)c1	1	-1	0	-1	-4	15	-1.9	-0.1	-4
CCN(CC)c1ccc(C=Nc2cc(C)ccc2C)c(O)c1	2	0	-5	1	-12	2	2.5	0.1	7
COc1cc(CNCc2ccccn2)ccc1OCc1cccc(Cl)c1	-2	2	-2	2	0	13	-0.2	0.1	2
Cc1ccc(CNC(=O)COC(=O)c2cc3c(s2)CCC(C)C3)cc1 (stereo not given)	-1	2	-4	-2	2	0	4.8	0.4	1
CCOCCOC(=O)C1=C(C)NC(=O)NC1c1cc2c(cc1Br)OCO2 (stereo not given)	2	-2	3	1	25	-2	-0.8	-0.1	-2
CCN1C(=O)/C(=C/N2CCc3ccccc3C2)SC1=S	-1	1	3	-2	6	9	0.6	-0.1	0
O=C(O)CC(NC(=O)C1c2ccccc2Oc2ccccc21)c1ccc(OC2CCCC2)cc1 (stereo not given)	11	2	-1	1	-2	-9	1.0	-0.2	-1
O=C1NC(c2ccccc2O)Nc2ccccc21 (stereo not given)	4	-3	-4	-6	-10	-4	1.0	0.2	1
O=C(CN1CCN(C(=O)C2COc3ccccc3O2)CC1)Nc1ccccc1 (stereo not given)	-2	-2	-2	-2	4	3	-0.9	-0.1	-1
CCOC(=O)/C(=N\Nc1cccc(C(F)(F)F)c1)N1CCOCC1	6	0	3	1	-3	-3	0.6	-0.1	0
Cc1cc(=O)[nH]c(SCC(=O)NCCC2=CCCCC2)n1	-3	-5	12	-3	6	8	-0.3	0.1	2
NC(=O)CCC(=O)N1CCCC(C(=O)c2ccc(C(F)(F)F)cc2)C1 (stereo not given)	-3	-4	2	-9	32	6	-0.4	-0.2	-3
Cc1ccc(S(=O)(=O)c2cnc(-c3ccccc3)nc2N2CCN(C)CC2)cc1	-1	0	8	2	-5	-87	-1.2	-0.2	-2
Cc1cccc(N2CCN(C(=O)c3ccncc3)CC2C)c1 (stereo not given)	1	-4	6	2	-11	3	-0.5	0.0	-2
COc1cccc2cc(-c3csc(CCn4nc(C)cc4C)n3)c(=O)oc12	28	5	-9	1	-14	-9	1.9	-0.5	7
Cc1ccc(S(=O)(=O)N/N=C/c2ccc(OC3CSC3)cc2)cc1	9	9	-7	6	-3	7	-7.5	0.0	-1
CCSc1nsc(NC(=O)Nc2cccc(OC)c2)n1	-6	5	-13	2	0	11	4.8	0.0	2
CC(C)(C)CC(=O)NCCc1csc(-c2ccccc2)n1	2	0	8	-4	-1	16	0.8	-0.1	-1
COc1ccc(C(=O)SC2=NCCS2)cc1OC	-2	-3	6	2	8	0	2.9	0.0	2
CN(C)C(=O)c1ccc(Nc2ncnc3sc4c(c23)CCCCC4)cc1	8	-2	2	2	0	0	1.2	0.1	0
Cc1cc(NC(=O)CSCC(=O)N(C)Cc2ccc(F)cc2)no1	4	-3	2	-2	18	3	-0.3	0.7	-2
CN(Cc1ccccc1)c1ncnc2sccc12	15	0	4	0	-8	-1	0.5	-0.1	3
CC(C)[C@H](NC(=O)c1ccc(F)cc1)C(=O)NC1=NCCS1	1	-5	-2	1	25	-2	-1.4	-0.1	-3
CCN(CC)S(=O)(=O)c1cc(NC(=O)c2cc([N+](=O)[O-])ccc2N2CCOCC2)ccc1C	-1	-4	2	6	-24	9	1.6	-0.3	1
CSc1nnc(CSc2cc(C)nc(N(C)C)n2)o1	0	-1	0	-3	-1	-4	-0.3	0.0	-2
N#Cc1nc(Cc2ccccc2)oc1N1CCC(Cc2ccccc2)CC1	10	1	1	2	-9	-27	1.1	0.0	-7
CCOc1cc(/C=N/NC(=O)CSc2nncn2C)ccc1OCc1ccccc1	2	-2	3	2	7	24	1.1	0.0	4
CCc1cc(C(=O)N2CCN(S(=O)(=O)c3ccc(Cl)cc3)CC2)sc1C	x	2	6	x	-4	-4	4.4	0.3	x
COc1cccc(OC)c1OCCCCn1cnc2ccccc2c1=O	3	2	-4	-2	-12	1	2.6	0.0	3
CCc1[nH]nc(C(=O)N2CCCC(Nc3cccc(F)c3)C2)c1C (stereo not given)	3	2	3	-2	-7	12	5.0	4.8	2
Cc1ccc(S(=O)(=O)c2nc(S(C)(=O)=O)sc2N2CCCCC2C)cc1 (stereo not given)	7	1	8	-5	22	1	4.2	0.1	2
Cc1ccc(S(=O)(=O)N2CCN(C(=O)CSc3nnc(C)s3)C2)cc1	1	-1	-5	-4	1	-4	2.2	0.0	0
Cc1ccccc1NC(=O)C(C)O/N=C/c1cccc([N+](=O)[O-])c1 (stereo not given)	3	-4	3	0	-4	12	-0.6	0.1	2
COc1ccc(C2=CSC3=NCCN23)cc1OC	6	-1	-4	-2	22	2	-1.1	0.0	-2
COCCn1c(N)c(N(Cc2ccccc2)C(=O)c2ccc(C#N)cc2)c(=O)[nH]c1=O	2	-7	4	-2	-24	-4	-0.7	0.1	-1
COc1ccc(NC(=O)CSc2nccn2Cc2ccc(F)cc2)cc1	0	0	9	1	-1	3	0.7	0.2	-1
O=c1oc(-c2cccs2)nc2scc(-c3cccs3)c12	13	-1	-3	-3	-9	-7	-0.9	-0.1	2
OC(CC#CCN1CCCCC1)(c1ccccc1)c1ccccc1	2	-1	2	-3	-19	6	-1.4	0.1	-2
O=C(CSC(=S)N1CCCC1)NCCc1ccccc1	-1	-3	5	-3	-1	6	-2.0	0.1	-1
Cc1nc(-c2ccc(C(=O)Nc3cc(S(N)(=O)=O)ccc3C)cc2)cs1	-2	-1	2	1	-33	9	-0.6	-0.1	-1
O=C(CSc1n[nH]c(-c2ccncc2)n1)NC1CCS(=O)(=O)C1 (stereo not given)	-8	-4	-5	3	0	14	-4.4	-0.2	-5
CS(=O)(=O)c1nc([N+](=O)[O-])nn1CCCc1ccccc1	-3	-2	1	-3	-3	6	0.3	0.0	-2
COc1ccc(CCNS(=O)(=O)c2cccc3nsnc23)cc1OC	-1	-3	4	-1	-7	-6	-1.7	0.0	1
O=C1N(c2ccccc2)C(c2ccc(Cl)cc2)N2CCCN12 (stereo not given)	9	-3	-1	1	4	-3	-0.6	0.0	-1
N#CCCN1CCN(C(=S)c2ccc(-c3cc(Cl)ccc3Cl)o2)CC1	-2	-3	12	3	18	-8	2.8	-0.1	-4
CCCCCn1cnc2c(sc3nc4c(cc32)CSC(C)(C)C4)c1=O	1	1	5	0	-5	7	-0.8	-0.1	-4
OC[C@H]1OC(O)[C@@H](O)[C@@H](O)[C@@H]1O (stereo not given in full)	-5	-3	3	0	6	-4	4.2	0.0	2
O=C(COc1ccc(Cl)cc1)Nc1cc(S(=O)(=O)N2CCCCC2)ccc1N1CCCCC1	26	0	1	-1	3	2	-1.1	-0.1	2
COc1ccc(C(=O)CSc2nc(-c3ccccn3)nc(C)c2Cl)cc1	6	15	2	-4	22	-7	-0.8	-0.1	1
C=CCN(c1ccccc1)S(=O)(=O)c1cccc(C(=O)Nc2nnc(SCC)s2)c1	16	2	-2	-4	-2	-7	3.4	-0.2	0
CC(C)c1ccc(OCC(=O)NC2=NCCS2)cc1	-5	-1	1	-5	-6	8	0.1	0.0	-2
O=C(Nc1ccccc1)OCc1ccccn1	-6	0	-6	-16	0	-1	0.7	0.0	-3
COCCN(C(=O)C(C)C)c1nnc(-c2ccc(C)cc2)s1	9	2	-3	1	-18	-1	-2.6	0.0	2
C[C@H](NC(=O)c1nc[nH]c1C(=O)N[C@@H](CCCCNC(=O)OC(C)(C)C)C(=O)OC(C)(C)C)c1ccccc1	7	7	-7	5	-61	-2	7.4	0.1	0
CCOc1cc(/C=N/NC(N)=O)cc(Br)c1OCC(=O)Nc1ccccc1C	-4	0	-3	1	-2	-3	4.4	0.2	1

# Assay outcomes: PubChem BioAssay, several laboratories

# These rows are one share of the data (hit frequency here may not be typical).
